Bioassay records as filed in PubChem BioAssay.
NOD2-RIPK2 inh: blocks binding of human NOD2 to RIPK2 | CHO BLA complementation NOD2-RIPK2, CCF4 ratio | inhibition, % at 4.98 µM | O43353 | actives 0.38% (n = 360,000) | AID 624267; in the data active = inhibition above about 21%;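 note: 0% = vehicle only and 100% = reference blocker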
TROY NFkB inh: blocks TROY-dependent signaling in reporter cells; Q293 LMP1-TROYcd NF-kB luciferase reporter, 4 h; inhibition, % at 10 µM; actives 0.98% (n = 360,000); AID 1347056;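 active = compounds whose plate-normalised and pattern-corrected inhibition of the luciferase reporter signal at the single screening dose is 50% or more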
LRH-1 inv ag: inverse agonists of human LRH-1 (NR5A2) | actives 0.13% (n = 360,000) | AID 602396 | O00482 | HEK293T StAR-luciferase reporter, LRH-1 transfected, 24 h | inhibition, % at 3.6 µM;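 active = inhibition above the mean inhibition of all tested compounds plus 3 SD, cut at about 73% in these data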;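 note: 0% = DMSO wells and 100% = reporter-only cells lacking LRH-1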
NCOA2 inhibitor: inhibits human steroid receptor coactivator 2; AID 651957; inhibition, % at 9 µM; actives 0.17% (n = 370,000); HEK293 GAL4-SRC2 luciferase reporter, luminescence; Q15596;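 active = inhibition above the mean inhibition of all tested compounds plus 3 SD, set per campaign, cut at about 52% in these data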;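 note: 0% = DMSO treated cells and 100% = cells given Gossypol at 36 µM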
EBV LMP1 NFkB: Epstein-Barr LMP1 NF-kappaB reporter inhibition | LMP1-induced NF-kappaB luciferase reporter cells, luminescence | actives 0.69% (n = 350,000) | inhibition, % at 12.5 µM; in the data active = inhibition above about 41%; inconclusive = no clear call, values can overlap the other calls;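 note: 0% = neutral control wells and 100% = reference inhibitor control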
SRC1 inh: human NCOA1 inhibition; inhibition, % at 3.6 µM; AID 588354; HEK293 GAL4-SRC1 luciferase reporter, luminescence; actives 0.12% (n = 360,000);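 active = inhibition above the campaign mean plus 3 SD, with each screening campaign given its own cutoff, cut at about 60% in these data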;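 note: 0% = DMSO treated cells and 100% = gossypol at 36 µM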
TRAIL sens C8: sensitizes caspase-8 expressing cells to TRAIL | actives 1% (n = 360,000) | NB7+C8 cells + TRAIL, ATPlite viability luminescence | AID 624354 | inhibition (viability loss, TRAIL sensitization), % at 10 µM;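 active = compounds causing at least 50% loss of cell viability in the single-dose screen, relative to plate controls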
NCOA3 inh: inhibitors of human steroid receptor coactivator 3 (SRC3); actives 0.17% (n = 360,000); AID 588352; inhibition, % at 3.6 µM; HEK293 GAL4-SRC3 luciferase reporter, luminescence;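 active = inhibition above a per-campaign cutoff, the mean of all compounds plus 3 SD, cut at about 60% in these data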;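 note: 0% = DMSO-treated cells and 100% = gossypol-treated cells at 36 µM; higher means less SRC3-driven luciferase light from the GAL4 reporter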
NR2F2 inh: blocks human COUP-TFII nuclear receptor; HEK293T NGFI-A luciferase reporter, luminescence; AID 686940; actives 0.7% (n = 370,000); P24468; inhibition, % at 8.6 µM;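 active = inhibition above a per-plate cutoff, mean inhibition of test wells between control levels plus 3 SD, cut at about 38% in these data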;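 note: cells cotransfected with COUP-TFII expression vector driving the NGFI-A reporter; 0% = median of COUP-TF2 test wells and 100% = reporter-only cells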
Vif imaging: HIV Vif inhibition | HEK293T cells, Vif self-association by quenched fluorescence, imaging, 24 h | inhibition, % at 7.49 µM | actives 0.35% (n = 340,000); in the data active = inhibition above about 50%, passing the limit was not always enough; inconclusive = no clear call, values can overlap the other calls; inactive = below about 31%; note: some results filed as inactive read as strong as hits
TLR9-MyD88 block: TLR9-MyD88 interaction inhibition. Q9NR96+Q99836. CHO BLA complementation TLR9-MyD88, CCF4 FRET ratio. inhibition, % at 4.98 µM. actives 0.21% (n = 340,000). AID 504734;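 active = inhibition above the mean over all tested compounds plus 3 SD, cut at about 21% in these data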;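 note: 0% = DMSO only wells and 100% = clavulanate BLA inhibitor control wells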
Target sequence (Q99836 whole entry, looked up): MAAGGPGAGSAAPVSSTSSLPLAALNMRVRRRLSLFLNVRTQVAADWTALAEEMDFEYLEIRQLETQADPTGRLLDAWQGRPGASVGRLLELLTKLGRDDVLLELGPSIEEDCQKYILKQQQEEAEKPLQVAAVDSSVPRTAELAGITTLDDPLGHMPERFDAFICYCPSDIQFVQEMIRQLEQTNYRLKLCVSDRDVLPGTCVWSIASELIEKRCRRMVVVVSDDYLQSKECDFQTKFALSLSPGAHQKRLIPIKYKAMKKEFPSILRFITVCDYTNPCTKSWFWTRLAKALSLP
Target sequence (Q9NR96 whole entry, looked up): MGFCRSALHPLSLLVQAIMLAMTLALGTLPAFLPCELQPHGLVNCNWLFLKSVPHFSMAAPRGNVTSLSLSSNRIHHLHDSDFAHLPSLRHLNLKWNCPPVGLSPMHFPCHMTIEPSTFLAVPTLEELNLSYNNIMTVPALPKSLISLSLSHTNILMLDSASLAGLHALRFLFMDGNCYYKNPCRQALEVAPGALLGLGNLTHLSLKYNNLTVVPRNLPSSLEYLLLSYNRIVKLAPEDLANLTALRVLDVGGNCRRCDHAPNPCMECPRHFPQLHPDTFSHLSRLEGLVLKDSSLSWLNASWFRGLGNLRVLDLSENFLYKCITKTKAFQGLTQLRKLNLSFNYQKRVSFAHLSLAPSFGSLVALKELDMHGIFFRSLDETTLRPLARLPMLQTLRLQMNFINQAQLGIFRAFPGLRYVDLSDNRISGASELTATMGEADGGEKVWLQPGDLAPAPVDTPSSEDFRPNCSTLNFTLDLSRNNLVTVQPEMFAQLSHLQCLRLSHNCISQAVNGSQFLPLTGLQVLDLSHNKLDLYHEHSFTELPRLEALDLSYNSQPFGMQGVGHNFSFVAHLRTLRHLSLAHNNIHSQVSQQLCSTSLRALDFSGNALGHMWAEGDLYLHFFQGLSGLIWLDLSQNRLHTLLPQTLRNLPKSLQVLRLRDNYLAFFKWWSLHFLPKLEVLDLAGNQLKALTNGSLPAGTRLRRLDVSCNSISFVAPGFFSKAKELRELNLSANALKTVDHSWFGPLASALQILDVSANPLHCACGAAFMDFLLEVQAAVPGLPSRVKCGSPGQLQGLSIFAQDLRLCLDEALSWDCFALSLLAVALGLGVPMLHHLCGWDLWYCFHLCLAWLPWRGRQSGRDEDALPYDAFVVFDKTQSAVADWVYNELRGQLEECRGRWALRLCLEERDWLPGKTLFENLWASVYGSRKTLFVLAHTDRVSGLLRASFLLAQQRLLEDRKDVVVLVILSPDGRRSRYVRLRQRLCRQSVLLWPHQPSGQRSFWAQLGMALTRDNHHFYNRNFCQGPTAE
Starred values were filed as active, the others as inactive; ? = inconclusive; / = no result given. This is a subset. The share of hits here may be higher or lower than overall.

SMILES | NOD2-RIPK2 inh | TROY NFkB inh | LRH-1 inv ag | NCOA2 inhibitor | EBV LMP1 NFkB | SRC1 inh | TRAIL sens C8 | NCOA3 inh | NR2F2 inh | Vif imaging | TLR9-MyD88 block
CCOC(=O)C1(Cc2ccc(OC)cc2)CCN(C(=O)CN2CCCCC2=O)CC1 | -12 | -16 | -12 | -7 | -5 | -15 | -2 | 9 | -18 | 1 | /
CC(C)NC(=O)CN1CCN(C(=O)c2ccc3oc(CCCc4ccccc4)nc3c2)CC1 | -7 | -5 | 19 | -20 | 0 | -4 | -15 | -8 | -5 | 2 | -16
Cn1cc(C(N)=O)c2ccccc21 | -16 | -8 | 5 | -22 | -4 | -14 | 1 | -4 | -4 | 19 | 1
CC(=O)c1ccc2c3c(ccc(O)c13)CC2 | -14 | -6 | -10 | -12 | -6 | -4 | -22 | 29 | 14 | -9 | -5
CCCCSc1nc(C(=O)O)cc(=O)[nH]1 | -5 | -11 | -18 | -10 | -2 | -8 | 4 | 4 | 12 | 1 | 2
O=C1NCCN(Cc2ccc(Cl)c(F)c2)C1CC(=O)N1CCCCO1 (stereo unspecified) | -11 | -9 | 7 | -10 | -4 | 9 | 4 | 0 | 9 | -13 | 6
O=C(CSc1nccn1Cc1ccco1)Nc1ccc(F)cc1 | -2 | -23 | -4 | -41 | -9 | -13 | 7 | -4 | 5 | -7 | -3
COCCN(Cc1nc2ccccc2c(=O)[nH]1)C(=O)c1cccc(S(=O)(=O)N2CCCC2)c1 | 3 | 7 | 12 | -7 | 2 | 3 | -11 | 18 | 2 | 1 | 6
Cc1ccc(C(=O)O)cc1NC(=O)c1ccc(Cn2nc(C)c(Cl)c2C)o1 | -5 | -8 | -4 | 7 | 7 | -4 | -3 | -16 | 0 | 3 | -6
Nn1c(SCc2cccc(Oc3ccccc3)c2)nnc1C(F)(F)F | -12 | -30 | -4 | -15 | -9 | -17 | -1 | 11 | 7 | 41 | 0
CCOC(=O)c1cn2nc(N3CCCC3)ccc2n1 | -1 | 48 | -116 | -5 | 53* | -93 | 42 | -77 | -34 | 13 | 7
Cc1cc(NC(=O)CSc2nc(C(C)C)nc3ccccc23)no1 | -2 | 11 | 20 | 13 | 0 | -5 | 20 | -6 | 3 | 7 | 12

Record cards, as listed above:
Entry for O=C1NCCN(Cc2ccc(Cl)c(F)c2)C1CC(=O)N1CCCCO1 (stereo unspecified) = NOD2-RIPK2 inh = -11; TROY NFkB inh = -9; LRH-1 inv ag = 7; NCOA2 inhibitor = -10; EBV LMP1 NFkB = -4; SRC1 inh = 9; TRAIL sens C8 = 4; NCOA3 inh = 0; NR2F2 inh = 9; Vif imaging = -13; TLR9-MyD88 block = 6
Entry for CCOC(=O)C1(Cc2ccc(OC)cc2)CCN(C(=O)CN2CCCCC2=O)CC1 = NOD2-RIPK2 inh = -12; TROY NFkB inh = -16; LRH-1 inv ag = -12; NCOA2 inhibitor = -7; EBV LMP1 NFkB = -5; SRC1 inh = -15; TRAIL sens C8 = -2; NCOA3 inh = 9; NR2F2 inh = -18; Vif imaging = 1; TLR9-MyD88 block = /

Next entries follow.
SMILES | NOD2-RIPK2 inh | TROY NFkB inh | LRH-1 inv ag | NCOA2 inhibitor | EBV LMP1 NFkB | SRC1 inh | TRAIL sens C8 | NCOA3 inh | NR2F2 inh | Vif imaging | TLR9-MyD88 block
CCOc1ccc(C(=O)NCC2CCCO2)cc1 (stereo unspecified) | 8 | -37 | -46 | -27 | -10 | -43 | 1 | -44 | -9 | 1 | -3
O=C(c1ccccc1F)N1CCN(c2ccccc2)CC1 | 20 | 9 | 6 | -8 | -1 | -2 | 5 | 5 | -13 | -5 | -10
O=C(c1ccc(-n2cnnn2)cc1)N(C1CCCCC1)C1CCCCC1 | 3 | 2 | 9 | -17 | 4 | -6 | -2 | -10 | -12 | 13 | -1
CCc1nc(Nc2ccc(NC(C)=O)cc2)c2oc3ccccc3c2n1 | -2 | 16 | 3 | 12 | 0 | -6 | 30 | -4 | 2 | 0 | -5
CN(N=Nc1ccccc1C(=O)O)C1CCCCC1 | 0 | -19 | 10 | 3 | 2 | 4 | 6 | 4 | 4 | 3 | 10
COc1cc([C@@H]2CC=C(C(=O)O)[C@H](c3ccc(F)cc3)N2S(=O)(=O)c2ccc(C)cc2)cc(OC)c1OC | 2 | 12 | -20 | 5 | -1 | -6 | 7 | 17 | -8 | / | 2
CS(=O)(=O)Nc1cccc(NC(=O)C2Cc3c(-c4cccc(C(N)=O)c4)ccnc3O2)c1 (stereo unspecified) | 3 | -12 | -4 | -6 | / | 1 | -8 | -2 | -20 | 2 | /
Cc1ccc(S(=O)(=O)N2CCOCC2)cc1C(=O)NCCCN1CCCC1=O | -16 | -1 | -19 | -15 | -15 | -2 | -16 | -9 | -6 | 6 | 5
CCc1ccc(C(=O)NNc2ccc(C)c(Cl)c2)cc1 | 4 | 1 | -10 | -56 | -27 | -6 | -9 | 4 | -2 | 0 | /
CCC(C)(C)C1CCC2(CC1)NC(=O)N(CC(=O)Nc1cc(C(F)(F)F)ccc1N1CCOCC1)C2=O (stereo unspecified) | 1 | 19 | 13 | -25 | 2 | -2 | -15 | 10 | -11 | 5 | 8
Cc1cccc(NC(=O)c2ccc(-c3ccccc3[N+](=O)[O-])o2)c1 | -2 | -24 | -10 | -51 | -4 | -24 | 7 | 4 | -6 | -5 | 13
Cc1ccc(C(c2nnnn2Cc2cccs2)N2CCN(Cc3ccc4c(c3)OCO4)CC2)cc1 (stereo unspecified) | -8 | 13 | 13 | -9 | -8 | -11 | 7 | 16 | -5 | -13 | 3
COC(=O)c1oc2c(c1C)C1(CCC2)SCCS1 | 3 | 9 | -5 | -7 | 6 | 5 | -3 | -8 | 11 | 1 | -23
CC(=O)c1c(C)[nH]c(C(=O)CSc2nnc(C3CCCCC3)n2N)c1C | -1 | 31 | 11 | -2 | 26 | 4 | -3 | -8 | 31 | -4 | 2
COC(=O)c1cccc(NC(=O)C2COc3ccccc3O2)c1 (stereo unspecified) | 9 | -68 | -78 | -47 | -16 | -59 | 3 | -28 | -32 | 0 | -2
CSc1ncccc1C(=O)OCC(=O)Nc1ccc(C)c(S(=O)(=O)N2CCOCC2)c1 | 2 | 3 | -16 | -7 | 0 | -10 | -9 | -5 | 12 | -10 | 2
CC(=O)Nc1c2c(nn1-c1cccc(Cl)c1)CS(=O)C2 (stereo unspecified) | -8 | -11 | 4 | -1 | 6 | 8 | -7 | -6 | 0 | 18 | 8
CCCCC[C@@H](C)N1C[C@H](COCc2ccccc2)Oc2cc(N3CCC[C@H]3COC)ccc2S1(=O)=O | -8 | 1 | 15 | -11 | / | / | 7 | / | -3 | / | /
Cc1nn(Cc2ccccc2Cl)c2sc(C(=O)Nc3nccs3)cc12 | 2 | 23 | -2 | 11 | -13 | -4 | -5 | 13 | 16 | 3 | 1
CCCCCCCCN1C(=O)[C@H](CC(=O)N2CCCCC2)C[C@@]2(C(=O)OC)CC(C)(C)CC=C12 | -8 | / | 22 | 4 | / | / | 9 | / | 19 | / | /
CCCCOc1ccc(C(C)NC(=O)CCS(=O)(=O)Cc2ccc(C)cc2)cc1 (stereo unspecified) | -13 | 14 | 16 | 17 | -4 | 7 | 5 | -8 | 8 | -1 | -11
O=C(CSc1nc2ccccc2c(=O)[nH]1)N1CCCCCC1 | -10 | -40 | -4 | -32 | 3 | -17 | 0 | -4 | -18 | / | 5
COc1ccc(NC(=O)CCc2nc(-c3ccccc3F)no2)cc1 | 6 | -8 | 8 | -8 | -8 | -2 | 3 | 3 | 8 | 6 | -8
Cc1c(C)n(CC(O)CN2CCOCC2)c2ccccc12 (stereo unspecified) | 9 | -6 | 3 | -9 | 7 | 2 | 3 | 16 | -1 | 1 | -3
CCc1c(O)nc(SCC(=O)Nc2ccc(OC)cc2)n(C2CCCCC2)c1=O | -7 | -20 | 48 | -13 | 0 | -8 | 2 | -2 | -8 | -5 | -1
S=c1[nH]c2ccccc2n1CCOc1ccccc1 | -2 | -10 | -20 | 0 | -3 | -33 | -16 | -33 | 2 | 13 | -4
CCCc1c(C(=O)N/N=C(\C)c2ccccn2)nnn1-c1nonc1N | -2 | 8 | 23 | -7 | ? | -4 | -1 | -14 | -6 | -2 | 7
O=C(CSc1nnc(COc2ccccc2)o1)c1ccccc1 | 3 | -34 | 10 | -26 | 5 | -21 | -12 | 7 | -10 | -5 | 0
O=C(NCCc1ccccc1)C1COc2ccccc2O1 (stereo unspecified) | 6 | -22 | 1 | -13 | -15 | -25 | 8 | -14 | 10 | -8 | 4
Cc1ccccc1NC(=O)CN(C)S(=O)(=O)c1cccs1 | -13 | 2 | -14 | -11 | -4 | 13 | -8 | -15 | 21 | 26 | -4
CC(=O)C[C@@H](O)CC(=O)[C@@H]1OC(=O)CC/C=C\Cc2ccccc21 | -10 | -25 | -29 | -21 | -10 | 4 | -8 | 1 | 8 | 3 | -3
Cc1cc(C)c(S(=O)(=O)c2ccc(F)cc2)c(C)c1 | -7 | -14 | -6 | 14 | 5 | 2 | -9 | -18 | 14 | -4 | -3
COc1ccc(C(C)=O)cc1COC(=O)CCCN1C(=O)c2ccccc2C1=O | 5 | -8 | 2 | -2 | -4 | -5 | -14 | 1 | -4 | 6 | 5
O=C(NNC(=O)c1ccccc1-n1cccc1)c1ccc(Cl)cc1 | 3 | -13 | -2 | 1 | 0 | -27 | -14 | 19 | 1 | 2 | 0
O=C(c1ccc2nc[nH]c2c1)N1CCc2ccccc2C1 | 2 | -22 | -3 | -11 | -2 | -22 | -2 | 3 | 2 | -4 | 4
Cc1cc(C)nc(NS(=O)(=O)c2ccc(NC(=O)C3COc4ccccc4O3)cc2)n1 (stereo unspecified) | -9 | 1 | -8 | -2 | 1 | -26 | -3 | 14 | -1 | 0 | /
O=S1(=O)C=C(SCc2ccccc2)Nc2ccccc21 | -11 | 9 | 23 | 2 | 4 | 1 | 2 | 10 | -3 | -3 | -4
COc1ccc(CC(Cc2ccc(OC)c(OC)c2)NC=O)cc1OC | 0 | 1 | -21 | 0 | 1 | -1 | -2 | -10 | 5 | 7 | 3
COc1ccc2cc(OCC(=O)NNC(=O)Nc3ccc(C(C)=O)cc3)ccc2c1 | 11 | -10 | -24 | -16 | -8 | -25 | 11 | -19 | -15 | 2 | -10
CCN(c1ccccc1)S(=O)(=O)c1ccc(OC)c(NC(=O)c2ccccc2OC)c1 | -3 | 10 | -1 | -28 | -3 | 3 | 9 | -13 | 7 | -1 | -6
Cc1ccc(S(=O)(=O)Nc2c(C)[nH]c(=O)[nH]c2=O)cc1C | -5 | 16 | -5 | -14 | -5 | 0 | -5 | 24 | -6 | -2 | 2
COc1cc(NC(=O)N2CCc3nc(NCc4cccc(Oc5ccccc5)c4)ncc3C2)cc(OC)c1OC | -6 | 46 | -12 | 11 | / | -1 | 6 | -1 | 26 | -10 | /
